Screening results as filed in PubChem BioAssay.
KDM5B inhibitor: inhibitors of human KDM5B histone demethylase; Q9UGL1; KDM5B demethylase, FDH-coupled NADH fluorescence (FDH is formaldehyde dehydrogenase); Potency, µM (series often up to 57.7 µM), for the others: at the highest dose activity change, negative = inhibition, most hits filed as inhibitors; actives 2.6% (n = 220,000); AID 1347165; active means well fitted inhibition curve with a large enough effect; inconclusive means small, poorly fitted or top-dose-only effect; inactive means no such curve, though single readings can be large or run the other way; further: 0% is about no effect; nearly all actives have a fitted effect of over 70% in size
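Inhibition is measured as reduced NADH fluorescence generation from FDH coupling to formaldehyde release. Truncated KDM5BΔAP at 200 nM final acts on H3K4me3 peptide (12.5 µM in substrate mix) in pH 7.5 HEPES buffer with Tween-20, 30 min, room temperature.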
* marks the source's active call; other numbers are inactive results; ? = inconclusive; [ ] = another dose, or the depositor's remark. Potency means the concentration at half of the fitted maximal effect.

SMILES | KDM5B inhibitor
COC(=O)c1ccn(-c2nc(-c3ccc(Cl)cc3)cc(C(F)(F)F)n2)n1 | ?
CC(Nc1oc(-c2ccc(COc3ccccc3)o2)nc1C#N)c1ccccc1 (stereo unspecified) | ?
CN(CC(=O)Nc1ccc2c(c1)OC1(CCCCC1)O2)Cc1ccsc1 | -5.4%
CC(C)(C)c1ccc(C(=O)Nc2ccc3nc(SCC(=O)N4CCCC4)sc3c2)cc1 | ?
O=C(CCNC(=O)c1ccco1)Nc1ccc(OC(F)F)cc1 | 3.7%
CCCCc1ccc(NC(=O)c2ccc3c(c2)CCN3S(=O)(=O)c2ccccc2)cc1 | ?
CN(C)C(=O)C1=NOC2CN(C(=O)Nc3cccnc3)CC12 (stereo unspecified) | -9.3%[149 µM]
Cc1ccc(-n2ncc3c(NC4CCCC4)ncnc32)cc1 | ?
CC(NC(=O)c1cc(-c2ccc(Cl)cc2)on1)c1ccccc1 (stereo unspecified) | -73.5%
CCCCCCNC(=O)c1cc(S(=O)(=O)N2CCc3ccccc32)ccc1F | 15.3%
O=C(CCOc1ccccc1)N(Cc1cccnc1)c1nc2c(F)cc(F)cc2s1 | ?
N#Cc1ccccc1Sc1ccccc1C(=O)NC1CCCc2ccccc21 (stereo unspecified) | -22.0%
COc1ccc(C)c2sc(N(Cc3cccnc3)C(=O)C3CCCCC3)nc12 | -10.3%
CCn1c2ccccc2c2cc(C(=O)N3C[C@@H](Oc4ccccc4)C[C@@H]3C(=O)NC)ccc21 | ?
Cc1cc2oc(=O)cc(CN3CCC(C(=O)N(C)C)CC3)c2cc1C(C)C | -5.7%
CCCOc1ccc(C2C(=O)N(C3CCCCC3)CC(=O)N2CCc2ccccc2)cc1OC (stereo unspecified) | 7.0%
Cc1cc(C)c(C(=O)COC(=O)c2n[nH]c(=O)c3ccccc23)c(C)c1 | 8.3%
O=C(O)CN1C(=O)[C@@H]2C[C@@H](CN2C(=O)c2ccccc2)Oc2ccccc21 | -11.3%[86.2 µM]
CCN(CC(O)COc1ccc(C(C)(C)c2ccccc2)cc1)C12CC3CC(CC(C3)C1)C2 (stereo unspecified) | 19.4%
CCOc1ccc(/C=C/c2nc(C#N)c(NCc3ccc(OC)cc3)o2)cc1 | ?
CCOC(=O)CNCc1ccc(F)cc1 | -19.1%
CCOC(=O)c1scc(-c2ccc(C)cc2)c1S(=O)(=O)Nc1cc(Cl)ccc1OC | -12.4%
CCCCn1c(=O)[nH]c(=O)c2c1nc(CCC(=O)Nc1cccc(C)c1C)n2CC(C)C | 10.6%
COc1cc2ccccc2cc1C(=O)Nc1ccccc1N1CCN(C(C)=O)CC1 | -9.1%
CCOc1ccc(N2C(=O)c3c(C(=O)OC)ncn3CC2(C)C(=O)NC2CCCCCC2)cc1 (stereo unspecified) | 6.2%
COc1ccc(Cl)cc1Nc1ncnc2c1nc1n2CCCC1 | -1.4%
CCOc1ccc(S(=O)(=O)N(CC(=O)NCCSCc2ccccc2)c2ccccc2)cc1 | -8.8%
CC(C)NC(=O)NC1CC2(CCN(C(=O)Cc3cnc[nH]3)CC2)c2ccccc21 (stereo unspecified) | 12.3%[115 µM]
COc1ccc2[nH]c(C(=O)NCc3ccccc3)c(C)c2c1 | ?
COc1ccc(C(C)=O)c(OCc2ccc(C#N)cc2)c1 | 7.2%
COC(=O)c1ccc(NS(=O)(=O)c2ccc3[nH]c4c(c3c2)CCCCC4)cc1 | ?
CN1C(=O)c2cccn2CC1CNS(=O)(=O)c1ccccc1 (stereo unspecified) | -22.3%
CNC(=S)N/N=C/c1c2ccccc2c(Cl)c2ccccc12 | -14.5%
NCCc1cccc(CN2CCCC(COc3ccccc3F)C2)c1 (stereo unspecified) | 91.0%[activator]
CN1CCC(NC[C@H]2O[C@H](Cc3cc(-c4cccc(O)c4)on3)CC[C@@H]2O)CC1 | 15.3%[86.2 µM]
COCCn1c(CNC(=O)c2ccc(C)cc2)nc2cccnc21 | -21.6%
COc1ccc(C(=O)N[C@@H]2CCC[C@@H]2C(=O)NC2CCN(Cc3ccccc3)CC2)cn1 | -9.1%
Cc1ccc(C)c(N2CCN(C(=O)C3CCN(Cc4nc(-c5cccc(Cl)c5)oc4C)CC3)CC2)c1 | -32.3%
Cc1ccc(-n2nc(-c3c(C)nc4scc(CC(=O)NC(C)C)n4c3=O)cc2C)cc1 | ?
CCOC(=O)CC(NC(=O)c1cc2ccccc2oc1=O)c1ccccc1Cl (stereo unspecified) | -16.8%
COCC(=O)N1CCCCC1c1nc(-c2ccccc2)n[nH]1 (stereo unspecified) | -4.6%
C=CCN1C[C@@H]2CN(C(=O)CCc3ccc(OC)cc3)C[C@]2(C(=O)O)C1 | -10.6%
COCCn1c(C)cc(C(=O)N2CCCC(c3[nH]ccc3C(N)=O)C2)c1C (stereo unspecified) | ?
O=C(CN1CCCC1c1ccc2c(c1)OCCCO2)Nc1c(F)cccc1F (stereo unspecified) | -0.2%
COc1ccc(-c2cc3c(=O)n(CCNC(=O)c4ccco4)ccn3n2)cc1 | ?
CCOc1ccccc1CNC(=O)[C@@]12CCCC[C@H]1N(CCOC)C(=O)CC2 | -18.0%
Nc1cccnc1Oc1ccccc1F | 24.3%
Cn1nc(C2CCN(C(=O)c3ccco3)CC2)c2c1CCOC2 | 9.8%
CCOc1ccc(NC(=O)C2CCCN(c3nnc(C)c4c(C)n(-c5ccccc5)nc34)C2)cc1 (stereo unspecified) | -25.0%
COc1ccc(Br)cc1CNCc1c(C(=O)O)c(C)n(Cc2ccccc2C)c1C | -19.0%
COCC(=O)N1CCCn2ccnc2C1C(C)C (stereo unspecified) | -0.1%
CCCCCCCNCc1sccc1C | -2.8%
CC(Cc1ccco1)NC(=O)CCc1nc(C(C)(C)C)no1 (stereo unspecified) | 5.8%
CCc1nc(-c2c3n(c(=O)n(CCOc4ccc(F)cc4)c2=O)CCCC3)no1 | -13.3%
CC(C)(C)C(=O)N1CCC(C(=O)N2CCC(c3nc4ccccc4o3)CC2)CC1 | 17.3%
COCCCNC(=O)c1c(C)c(-c2ccc(C)cc2)nc2ccccc12 | 11.7%
CCC(C)Nc1ncnc2c1cnn2-c1ccc(F)cc1 (stereo unspecified) | ?
C=CCN(Cc1ccccc1F)C(=O)c1nn(CC)c(=O)c2ccccc12 | 11.7%
C=CCNC(=S)Nc1ccc(SC(F)F)cc1 | -23.9%
CC(C)(C)C(=O)N1CCC2(CC1)CCN(Cc1cccs1)c1ccccc1O2 | ?

Compounds above with an aryl thioether with sulfur outside any ring (3):
SMILES | KDM5B inhibitor
CC(C)(C)c1ccc(C(=O)Nc2ccc3nc(SCC(=O)N4CCCC4)sc3c2)cc1 | ?
N#Cc1ccccc1Sc1ccccc1C(=O)NC1CCCc2ccccc21 (stereo unspecified) | -22.0%
C=CCNC(=S)Nc1ccc(SC(F)F)cc1 | -23.9%

7 entries from above, with the structure last:
| KDM5B inhibitor | smiles |
| --- | --- |
| 6.2% | CCOc1ccc(N2C(=O)c3c(C(=O)OC)ncn3CC2(C)C(=O)NC2CCCCCC2)cc1 (stereo unspecified) |
| -1.4% | COc1ccc(Cl)cc1Nc1ncnc2c1nc1n2CCCC1 |
| -8.8% | CCOc1ccc(S(=O)(=O)N(CC(=O)NCCSCc2ccccc2)c2ccccc2)cc1 |
| 12.3%[115 µM] | CC(C)NC(=O)NC1CC2(CCN(C(=O)Cc3cnc[nH]3)CC2)c2ccccc21 (stereo unspecified) |
| ? | COc1ccc2[nH]c(C(=O)NCc3ccccc3)c(C)c2c1 |
| 7.2% | COc1ccc(C(C)=O)c(OCc2ccc(C#N)cc2)c1 |
| ? | COC(=O)c1ccc(NS(=O)(=O)c2ccc3[nH]c4c(c3c2)CCCCC4)cc1 |

Other records
SMILES | KDM5B inhibitor
Cn1cc(C2c3ccccc3C(=O)N2CC(N)=O)c2ccccc21 (stereo unspecified) | 23.0%
COc1ccc(C(=O)NCc2nnc3c(-c4nc(C)no4)cccn23)cc1 | 25.1µM*
O=C(O)C1(c2ccccc2)CC1c1ccccc1 (stereo unspecified) | 27.3%
COc1ccc(S(=O)(=O)N(CC(=O)Nc2cccc(C)c2)c2ccc(C)cc2)cc1OC | ?
COc1ccc(CN2CCN(CCC=C(C)C)CC2CCO)cc1C (stereo unspecified) | -11.5%
CC1=C(C(=O)Nc2ccccc2)C(c2ccccc2)NC(=S)N1 (stereo unspecified) | 7.3%
Cc1c(Cl)cccc1NC(=O)CC(O)(c1nccn1C)C(F)(F)F (stereo unspecified) | -18.8%
CCCCN(CC)C(=O)CSc1n[nH]c(=O)c2cc(-c3ccc(OC)c(OC)c3)nn12 | 19.0%
Nc1nc(Nc2ccc(Cl)cc2)nc(NCCO)c1[N+](=O)[O-] | -9.4%
Fc1ccc(OCc2nnc3sc(COc4ccccc4)nn23)cc1 | 3.4%
Cc1ccc(C2CC(=O)n3nc(-c4ccc(Cl)cc4)nc3S2)cc1 (stereo unspecified) | -4.2%
CCOC(=O)c1ccc(NC(=O)C2=C(C)C(=O)OC23CCCCCC3)cc1 | -9.3%
O=C1Nc2ccccc2C12CN(Cc1ccsc1)C2 | -5.6%[149 µM]
CCC(Sc1nc2nccnc2c(=O)n1Cc1ccc(OC)cc1)C(=O)Nc1ccc(OC)cc1 (stereo unspecified) | 15.3%
Cc1ccc2nc(-c3cccc(NC(=O)c4ccc(C#N)cc4F)c3)oc2c1 | -2.2%
O=C(CSc1nc2ccc(NC(=O)c3ccccc3C(=O)O)cc2s1)Nc1ccc(F)c([N+](=O)[O-])c1 | -20.1%
O=C(O)C1CN(C(=O)N2CCOCC2)CCN(C2CCOCC2)C1 (stereo unspecified) | -27.7%
Cc1ccccc1OCC(=O)Nc1nnc(C2CC2)s1 | 15.6%
Cc1ccc(-c2cc(N3CCC(CNC(=O)c4ccc5nc[nH]c5c4)CC3)n[nH]2)cc1 | -3.1%
Cc1ccc(S(=O)(=O)/C(C#N)=C/c2c(C)[nH]c3ccccc23)cc1 | ?
CC(C)C(NC(=O)Cc1ccc2ccccc2c1)C(=O)O (stereo unspecified) | -3.7%
CSc1nsc2nc(=O)c(/C=C3\C=Nc4ccccc43)c(N)n12 | 0.5%
Cc1c(-c2ccc(F)cc2)[nH]c2ccc(CNC(=O)c3cnn(C)c3)cc12 | 31.6µM*
O=C(COc1ccc([N+](=O)[O-])cc1Cl)Nc1ccc2c(c1)CCC2 | 17.6%
CN(C)C[C@@H]1CN(C)C[C@H]1NC(=O)Cc1ccc(Cl)cc1 | 41.3%
O[C@@H]1C[C@@H](c2nc(-c3ccncc3)no2)N(Cc2ccccc2)C1 | -13.3%[86.2 µM]
N#Cc1c(/N=C/c2ccc(-c3ccc(C(=O)O)c(Cl)c3)o2)sc2c1CCCC2 | ?
CC(C)NC(=O)c1nc(Cc2c[nH]c3ccccc23)no1 | -0.1%
Cc1oc(-c2ccc(C(=O)NCc3cccnc3)cc2)nc1CS(=O)c1ccccc1 (stereo unspecified) | -1.8%
O=C(O)CCC(CNS(=O)(=O)c1ccc(Cl)cc1)C(F)(F)F (stereo unspecified) | 9.8%
Cn1cc(C(=O)NCC2CN(C(=O)c3ccc(Oc4ccccc4)cc3)CC23CN(c2ccccc2)C3)cn1 (stereo unspecified) | -30.0%
Cc1ccc(Nc2c(-c3ccc(N4CCOCC4)cc3)nc3ccc(Cl)cn23)cc1 | ?
CCOC(=O)c1cc2cc(NC(=O)c3ccc4c(c3)NC(=O)CS4)ccc2s1 | 5.2%
COc1ccc(CCNC(=O)Cn2c(=O)cc(C(F)(F)F)c3c(C)nn(C)c32)c(OC)c1 | ?
Cc1nn(C(C)(C)C)c(OC(=O)CC(C)C)c1S(=O)(=O)c1ccccc1 | -24.7%
COCCOCc1nc(C2CCN(C(=O)NCc3ccc(C)cc3)CC2)no1 | 39.0%[activator]
O=C(NCCc1csc(-c2ccc(Cl)cc2)n1)c1cccs1 | ?
CN1Cc2ncnc(NCC3CC3)c2CN(c2ccc(Cl)cc2)C1=O | -8.4%
OCCNc1ncnc2c1cnn2-c1ccccc1Cl | 8.6%
COC(=O)c1scc(-c2ccc(C)cc2)c1S(=O)(=O)Nc1cc(Cl)c(OC)cc1OC | -11.6%
COC(=O)c1ccccc1NC(=O)C1CCCN(C(=O)c2cnn(-c3ccc(F)cc3)c2-n2cccc2)C1 (stereo unspecified) | 0.4%
COCCOC1CN(C2CCN(C(=O)c3cccc(C)c3)CC2)C12CCCCC2 (stereo unspecified) | -24.9%
CCOc1ccccc1NC(=O)CSc1nc2cc(OC)c(OC)cc2c2nc(-c3ccccc3)nn12 | -24.3%
CC(=O)c1c(C)[nH]c(C(=O)CSc2ccc(Br)cc2)c1C | 7.6%
Cc1ccc(C)c(N2CCN(C(=O)c3ccccc3NC(=O)Cn3c(C)cc(C)c(C#N)c3=O)CC2)c1 | -13.3%
CCNC(=O)CNC(=O)Cn1c(C)cc2ccccc21 | 9.6%
Cc1cc(C)c(NC(=O)CSc2nnc(-c3ccc(F)cc3)n2N)c(C)c1 | -9.8%
COc1ccccc1NC(=O)C/C(C)=N/NC(=O)c1ccccn1 | -4.6%
O=C1[C@H]2CN(Cc3ccc(F)c(Cl)c3)C[C@H]2C(=O)N1Cc1ccc2c(c1)OCO2 | -16.3%
CCOC(=O)c1cc(-c2ccc(OC)cc2)n(CCC(=O)Nc2cccc(C(C)=O)c2)c1C | -21.6%
COc1ccc(CN2C(=O)COC[C@H]2C(=O)NCc2ccc(F)cc2F)cc1OC | 15.6%
CCCOC(=O)c1nc2ccccc2nc1N1CCN(Cc2ccccc2)CC1 | -16.8%
COc1ccc(N2CCN(c3ncnc4c3cnn4-c3ccc(C)c(Cl)c3)CC2)cc1 | -11.0%
COCCc1noc(C2CN(C(=O)Nc3ccc(C)c(C)c3)C2)n1 | 25.7%
Cc1noc(-c2ccc3c(c2)OCO3)c1C(=O)NCCSCc1ccccc1 | 31.6µM*

These rows are one share of the data, so the mix of outcomes need not match the whole.
